S1P4 agonist – agonists of human S1P4 receptor; O95977; S1P4-expressing cell line, agonist reporter assay; activation, % at 4.98 µM; 0.35% of 220,000 active; in the data active = activation above about 11%;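 also: 0% = DMSO vehicle and 100% = reference agonist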
Target sequence (O95977 whole entry, looked up): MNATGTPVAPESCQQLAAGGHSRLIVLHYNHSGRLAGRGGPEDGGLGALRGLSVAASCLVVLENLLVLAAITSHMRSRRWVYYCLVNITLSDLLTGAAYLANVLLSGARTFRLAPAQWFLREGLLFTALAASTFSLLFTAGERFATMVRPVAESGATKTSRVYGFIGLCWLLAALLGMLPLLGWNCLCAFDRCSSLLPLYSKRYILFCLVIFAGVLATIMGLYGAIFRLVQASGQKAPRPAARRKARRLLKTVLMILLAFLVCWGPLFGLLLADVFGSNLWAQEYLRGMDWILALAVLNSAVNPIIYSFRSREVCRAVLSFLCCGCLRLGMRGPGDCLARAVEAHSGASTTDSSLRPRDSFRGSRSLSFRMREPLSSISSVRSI
EP2 mod – EP2 receptor (human) modulation; induction, % at 25 µM; P43116; EP2-expressing cells, cAMP HTRF FRET, PGE2 co-stimulation; 0.83% of 260,000 active;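 active = compounds whose cAMP rise, as percent of the full-agonist control response, exceeds 60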;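 also: rat C6 glioma line stably carrying human EP2 under a CMV promoter; the protocol text gives 20 µM as final concentration; 100% = response of wells given 1 µM PGE2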
Target sequence (P43116 whole entry, looked up): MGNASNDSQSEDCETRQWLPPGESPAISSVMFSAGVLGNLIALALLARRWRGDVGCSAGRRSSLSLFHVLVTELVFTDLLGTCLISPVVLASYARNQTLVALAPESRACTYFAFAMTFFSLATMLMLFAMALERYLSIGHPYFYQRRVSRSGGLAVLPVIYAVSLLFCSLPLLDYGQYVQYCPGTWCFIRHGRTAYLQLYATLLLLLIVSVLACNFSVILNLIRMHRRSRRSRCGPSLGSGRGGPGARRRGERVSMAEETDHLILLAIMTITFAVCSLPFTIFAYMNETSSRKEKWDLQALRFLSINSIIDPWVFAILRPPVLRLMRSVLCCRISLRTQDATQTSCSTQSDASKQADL
S1P4 antagonist – human S1P4 receptor antagonism. O95977. S1P4-expressing cells, antagonist mode, reporter read-out. 0.26% of 220,000 active. inhibition, % at 4.98 µM; in the data active = inhibition above about 29%;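 also: 0% = wells stimulated with agonist and 100% = vehicle wells without agonist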
BaF3 tox – counter-screen for JAK2V617F inhibitors: parental Ba/F3 viability inhibitors | AID 1486 | 1.1% of 220,000 active | CellTiter-Glo ATP luminescence | inhibition, % at 5.6 µM;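 active = inhibition above a per-campaign cutoff, the mean inhibition of all tested compounds plus 3 SD, cut at about 27% in these data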;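 also: 0% = DMSO wells and 100% = JAK Inhibitor I control wells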
PERK inh – inhibitors of human PERK kinase | AID 1416 | 0.17% of 220,000 active | inhibition, % at 5.6 µM | Q9NZJ5 | CHO PERK-DD fusion, SEAP luminescence translation reporter;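 active = inhibition above the mean inhibition of all tested compounds plus 3 SD, set separately per screening campaign, cut at about 2.9% in these data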;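 also: PERK kinase domain activated by AP20187 dimerizer at 100 nM; 0% = DMSO with dimerizer and 100% = rapamycin at 8.4 µM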
TRPML3 ag – activates the human TRPML3 channel | 0.29% of 220,000 active | HEK293 TRPML3-YFP, Fluo-8 calcium fluorescence; 100% = the carbachol control signal | AID 1448 | Q8TDD5 | activation, % at 3 µM;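 active = activation above its plate's cutoff, the mean activation of the plate's test wells plus 3 SD, cut at about 12% in these data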;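 also: 0% = DMSO only wells and 100% = carbachol wells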
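Test system: TRPML3-YFP stable HEK293 cells. Doses: single point at 3 µM. Incubation: dye loading 1 h 37 °C then 30 min ambient, 125 s read. Signal: Fluo-8 calcium dye fluorescence, ex 470-495, em 515-575 nm. Measure: percent activation from peak-to-basal fluorescence ratio, scaled between DMSO and carbachol.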
Ba/F3 V617F tox – reduce viability of Ba/F3 cells dependent on JAK2V617F; Ba/F3 EpoR-JAK2V617F viability, ATP luminescence; inhibition, % at 5.6 µM; 1.1% of 220,000 active; AID 1446;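 active = inhibition above the campaign mean plus 3 SD over all tested compounds, cut at about 24% in these data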;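 also: cytokine-independent growth of Ba/F3 cells driven by EpoR plus mutant JAK2; 0% = DMSO-treated cells and 100% = JAK inhibitor I control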
m-calpain inh – inhibitors of pig calpain II; inhibition, % at 16 µM; 0.37% of 220,000 active; purified calpain II, fluorogenic peptide substrate, 30 min;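 active = inhibition above about 50%, limit read from the data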
TRPN1 ag – agonists of zebrafish TRPN1 channel; activation, % at 3 µM; HEK293 zebrafish TRPN1-YFP, Fluo-8 calcium fluorescence; 100% = response to 87 µM carbachol; 0.18% of 220,000 active;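 active = activation above its plate's cutoff, the mean activation of test wells on that plate plus 3 SD, cut at about 19% in these data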;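 also: 0% = DMSO alone and 100% = 87 µM carbachol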
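System: zebrafish TRPN1-YFP in HEK293 cells / Dosing: 3 µM single point / Timing: dye loading 1 h at 37 °C, then 30 min room temperature / Signal: Fluo-8 calcium fluorescence, excitation 470-495 nm, emission 515-575 nm / Read-out basis: percent activation from peak over basal fluorescence ratio, control-normalized / Control set: high carbachol 87 µM, low DMSO alone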
* = called active by the depositor; nt = no result given; & = joins results of further samples.

SMILES	S1P4 agonist	EP2 mod	S1P4 antagonist	BaF3 tox	PERK inh	TRPML3 ag	Ba/F3 V617F tox	m-calpain inh	TRPN1 ag
CCCS(=O)(=O)N1CCC(C(=O)N2CCOCC2)CC1	-2.5	-22	12	1	0.6	0.1	-3	-8	-0.4
COc1ccc(-c2nnc(-c3cccnc3)o2)cc1	-1.0	24	-6	2	0.8	0.9	-1	-463	1.4
CCC1=[N+]([O-])C(C)(/C(C)=N\O)N(O)C1(C)C (centres undefined)	-0.2	0	-11	0	1.6	1.1	-3	-4	0.8
O=c1oc2cc(Cl)ccc2n1CSc1nc2ccccc2s1	0.3	6	14	5	0.1	-0.6	-3	35	-0.9
Cc1cccc(CSC(=N)N)c1	-0.3	10	-4	-1	0.9	0.3	-4	10	0.6
Fc1ccccc1N1CCN(Cc2cnc(Cl)s2)CC1	-2.0	-24	21	3	0.1	-0.2	1	17	0.1
Cc1ccc2cc(CN(Cc3ccco3)C(=O)c3ccccc3)c(=O)[nH]c2c1C	-2.5	0&-33	-2	0	-1.5	0.2	-2	-40	1.0
COc1ccccc1/C=C\C=N\n1c(-c2ccc(Cl)cc2Cl)n[nH]c1=S	1.4	-31	-75	3	0.1	0.4	3	11	1.1
Cc1ccc(CC(=O)NCCCc2ccccc2)cc1	1.8	5	9	4	0.8	-0.6	0	0	-1.0
CCCCn1cnc2cc(NCc3cccc(OC)c3O)ccc21	1.0	-39	-40	-1	-0.9	1.4	-6	-44	1.3
O=C(Nc1cccc2[nH]ncc12)c1ccc(F)cc1	3.3	12	-18	-1	-0.4	1.1	-1	-9	-0.1
CCc1ccc(NS(=O)(=O)c2cccs2)cc1	-2.1	-18	-11	8	1.3	-0.9	0	6	-2.8
Cc1ccc(OCc2ccc(C(=O)Nc3ccc(C(N)=O)cc3)o2)c([N+](=O)[O-])c1	1.4	-30	-26	2	0.5	0.9	1	-52	4.2
C=CCc1cccc(Cl)c1OCCON1C(=O)CCC1=O	1.1	-9	6	3	0.1	-0.6	2	-18	-0.8
CN1CCN(c2ccc(NC(=O)c3ccc(-c4ccc(Br)cc4)o3)cc2)CC1	-4.7	-54	19	10	0.9	0.7	6	-24	-1.0
O=C(O)CCc1ccc(-c2cccs2)n1CC(=O)Nc1ccccc1C(F)(F)F	0.9	16	0	9	1.1	1.1	3	-29	-0.2
O=C(O)c1ccc(N=Cc2c(O)ccc3oc4c(c23)CCCC4)cc1	-0.2	5	-9	-2	1.7	-0.2	1	17	-1.1
CN1CCN(NC(=S)Nc2ccc(OC(F)F)cc2)CC1	-1.0	-35	2	2	0.6	-0.2	-4	-4	-0.6
Cc1c(NC(=O)CSc2nccn2C)c(=O)n(-c2ccccc2)n1C	0.6	10	-13	1	0.6	1.1	0	-16	1.2
Cc1ccsc1/C=N/n1c(-c2cccnc2)n[nH]c1=S	-0.5	4	-6	2	0.4	1.0	2	-20	1.2
CCCCNc1nc2ccccc2n1CC(=O)Nc1ccc2c(c1)OCCO2	0.7	-17	10	1	-1.2	-1.4	1	-7	-2.0
N#C/C(=C\c1ccc(N2CCCCC2)o1)C(=O)Nc1cccc(Br)c1	1.9	-32	-17	5	0.2	14*	-1	-3	20*
Cn1c(=O)n(C)c2cc(/C=N/NC(=O)c3ccc(Cl)cc3)ccc21	-0.3	-32	11	-3	-1.1	0.1	0	-118	0.7
COc1ccc(CC(NC(C)=O)C(=O)N2CCN(C(=O)N(C(C)C)C(C)C)CC2)cc1 (centres undefined)	1.0	13	-2	8	-0.7	0.1	6	-13	1.0
O=C(c1ccc2c(c1)c(=O)oc1ccccc12)N1CCCCC1	1.3	nt	-7	0	-0.2	-0.3	1	nt	1.2

Part of the list above, reformatted:
Cc1c(NC(=O)CSc2nccn2C)c(=O)n(-c2ccccc2)n1C
  S1P4 agonist: 0.6; EP2 mod: 10; S1P4 antagonist: -13; BaF3 tox: 1; PERK inh: 0.6; TRPML3 ag: 1.1; Ba/F3 V617F tox: 0; m-calpain inh: -16; TRPN1 ag: 1.2
O=C(c1ccc2c(c1)c(=O)oc1ccccc12)N1CCCCC1
  S1P4 agonist: 1.3; EP2 mod: nt; S1P4 antagonist: -7; BaF3 tox: 0; PERK inh: -0.2; TRPML3 ag: -0.3; Ba/F3 V617F tox: 1; m-calpain inh: nt; TRPN1 ag: 1.2

(further entries)
SMILES	S1P4 agonist	EP2 mod	S1P4 antagonist	BaF3 tox	PERK inh	TRPML3 ag	Ba/F3 V617F tox	m-calpain inh	TRPN1 ag
CC(=O)Nc1ccc(S(=O)(=O)Nc2nnc(CC(C)(C)C)s2)cc1	0.8	23	-25	4	-1.0	0.6	2	20	-0.4
CN(C)NC(=O)c1csnc1-c1c(Cl)cccc1Cl	1.0	-6	5	4	0.1	0.6	4	26	1.7
COc1ccc(-c2nnc(NC(=O)c3ccc(F)cc3)o2)cc1	-1.4	5	-19	2	-1.0	0.9	1	12	0.6
CC1CCCC/C1=N\NC(=S)Nc1cccnc1 (centres undefined)	3.6	-5	-4	2	0.6	0.9	0	-24	0.8
C/C(=N\NC(=O)c1cc(C)[nH]n1)C(C)(C)C	2.3	31	-23	6	1.3	0.7	1	-13	2.1
CCCOC(=O)C1C2C=CC(C3CC23)C1C(=O)OCC(=O)c1ccccc1 (centres undefined)	-2.1	15	-4	3	-0.4	4.4	0	22	-0.5
O=C(NN1C(=O)c2ccccc2C1=O)c1ccc2c(c1)C(=O)N(CC1CCCO1)C2=O (centres undefined)	0.6	7	0	2	0.8	0.5	-2	10	0.5
Cn1nnnc1SCCNCc1ccccc1OCc1ccc(F)cc1	2.4	-39	-5	8	-1.6	0.3	3	39	0.6
C/C(=N/NC(=O)C(=O)N/N=C(/C)c1ccccc1)c1ccccc1	-1.1	-13	-16	5	1.4	1.2	-2	-36	1.7
Cc1cc(C(=O)CN2CCCCC2)c(C)n1-c1ccc(F)cc1	-0.3	-1	-16	6	0.4	0.3	-2	-18	0.7
COc1cc(OC)c(NC(=O)Nc2ccc(OC)c(OC)c2)cc1Cl	-4.9	-15	2	4	-1.5	0.5	1	2	1.0
O=C(Nc1ccc(OC(F)(F)F)cc1)c1n[nH]c(Cn2cncn2)n1	-0.3	24	-11	1	-0.2	0.4	2	-1	1.4
O=C(OCc1nnc(-c2ccccc2)o1)c1cc(S(=O)(=O)N2CCOCC2)c(Cl)cc1Cl	2.3	-21	-2	2	1.4	0.3	-1	26	0.7
CCc1ccc(C2CC(c3ccccc3Cl)Nc3nc(N)nn32)cc1 (centres undefined)	0.9	-1	-23	2	0.2	3.0	-1	11	15
COCCOC(=O)C1=C(N)OC2=C(C(=O)CC(C)(C)C2)C1c1ccncc1 (centres undefined)	1.6	-3	-1	2	-0.2	0.5	-5	-5	-0.7
O=C(CNC(=O)c1cnccn1)Nc1ccc(F)c(F)c1F	-1.3	17	16	0	2.4	0.6	-3	-32	0.2
Cn1c(-c2ccc(F)cc2)cnc1SCC(=O)Nc1ccccc1N1CCOCC1	-2.3	-5&1	-4	5	0.1	-0.5	-3	-28	-2.1
COc1ccc(C(=O)NC(=S)N2CCC(C)CC2)cc1	1.0	-5	-20	5	-1.7	-0.7	-2	-11	-1.4
COc1ccc2c(C)cc(SCC(=O)Nc3ccc(Cl)cn3)nc2c1	0.1	31	-18	8	-0.1	0.6	3	-45	0.2
CS(=O)(=O)c1ccc(Cl)c(NC(=O)CSc2nc3ccccc3c(=O)n2CCCN2CCOCC2)c1	-0.2	-5	4	8	-1.0	0.2	2	31	-0.6
COc1ccc(O[C@H]2C=C[C@@H](c3ccccc3)O[C@@H]2COC(=O)CC/C(C)=N/O[C@@H](C)c2cc(-c3c(C)cc(C)cc3C)no2)cc1	0.8	9	5	0	-0.3	-0.1	-2	2	-1.6
O=C(CCn1c(=O)sc2ccccc21)NC1=NCCS1	1.5	29	-6	4	0.4	0.5	-3	-12	0.2
COc1cc(/C=N/NC(=S)NC2CC3CC2C2C=CCC32)ccc1O (centres undefined)	0.5	-20	19	-4	-0.4	0.0	3	40	-0.7
Cc1ccc(NC(=O)C(C)NS(=O)(=O)c2ccc(F)cc2)cc1C (centres undefined)	0.7	9	-12	4	1.1	-0.3	1	-2	-0.1
CCOC(=O)C1=NN(C(=O)c2ccco2)C2(CC2)C1	0.8	34	-16	7	0.3	-0.2	-2	3	-1.8
Cc1cc(C)c(S(=O)(=O)NCc2cn3c(C)csc3n2)cc1C	-3.6	-7	-6	2	-0.8	-0.8	-4	4	1.4
O=C(CC1COc2ccccc2O1)NCc1ccccc1 (centres undefined)	1.9	2	-7	4	1.1	0.0	-1	-1	-0.5
O=C(NN1S(=O)(=O)c2ccccc2S1(=O)=O)c1ccc(Br)cc1	0.8	23	-19	1	1.2	0.5	-3	-12	1.6
CC1(C)CC(=O)C2=C(C1)N(Cc1ccccc1)C(=O)C2(NC(=O)C(C)(C)C)C(F)(F)F (centres undefined)	-2.0	33	4	3	-0.3	0.2	-1	17	1.7
Cc1ccnc(SCC(=O)Nc2sc3c(c2C#N)CCCC3)n1	0.5	20&-69	-33	12	-1.1	2.4	-4	6	4.6
CNC(=O)COC(=O)[C@@H](Nc1ccc(S(=O)(=O)N2CCOCC2)cc1[N+](=O)[O-])C(C)C	0.4	-17	-18	4	-0.2	0.8	2	10	0.5
COCCSc1nnc(NC(=O)COC)s1	1.6	4&16	-9	6	-0.3	0.7	-3	-7	1.8
C=CCn1c(COc2cccc(C)c2C)nnc1SCC(=O)N1CCN(c2ccccc2)CC1	2.1	13	-23	5	-0.3	1.0	-1	-5	4.1
Cn1c(SCC(=O)C(C)(C)C)nnc1-c1ccc(F)cc1	-0.1	19	-4	-2	-0.2	0.6	-3	3	-0.2
